# DDE Tn7 FP inh – inhibitors of Tn7 peptide binding to human fibrin DD(E) | P02675 | inhibition, % at 8.3 µM | hit rate 0.13% among 370,000 | FP displacement of FITC-Tn7 peptide from fibrin DD(E); 0% = median of compound wells per plate;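 active = inhibition above the mean of compounds falling within the control limits plus 3 SD of them, cut at about 14% in these data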;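 note: 0% = plate median of compound wells and 100% = 10 µM Aha-Tn7 peptide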
#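 Test system: human clot-derived fibrin DD(E) complex / Quantity: 2 µM final DD(E) protein / Incubation: 10 min plus 3 h, room temperature / Measured by: fluorescence polarization / Benchmarks: high control of 10 µM Aha-Tn7 peptide / Replicates: singlicate testing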
# TDP2 absorb – blocks human TDP2 phosphodiesterase activity | O95551 | recombinant TDP2, T5PNP hydrolysis, p-nitrophenol absorbance 415 nm | inhibition, % at 12.8 µM | hit rate 0.34% among 370,000 | AID 720702;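 active = inhibition above the mean of all tested compounds plus 3 SD, set per campaign, cut at about 25% in these data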;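 note: 0% = DMSO with enzyme and 100% = buffer with substrate but no TDP2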
#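 Incubation: 2 h at 37 °C; Test system: recombinant human TDP2; Quantity: enzyme 120 nM; Read-out basis: percent inhibition; Medium: 50 mM Tris-HCl pH 7.5 with Mg2+, KCl, DTT, BSA; Repeats: single replicate; Compound: 12.8 µM single point, 1% DMSO; Signal: epi absorbance; Reagent: 5 mM T5PNP chromogenic substrate; Benchmarks: no-enzyme high, DMSO-plus-enzyme low.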
# ASAP1 inh – ASAP1 ArfGAP inhibition; hit rate 0.19% among 360,000; AID 624377; Q9ULH1; ASAP1-stimulated ARF1 GTP hydrolysis, GDP FP detection; inhibition, % at 16.5 µM; in the data active = inhibition above about 25%;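 note: 0% = vehicle with enzyme and substrate and 100% = no enzyme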
# ADAM17 inh – ADAM17 inhibition, QFRET primary screen; AID 720648; hit rate 0.83% among 370,000; inhibition, % at 6.95 µM; P78536; recombinant ADAM17, EDANS/DABCYL FRET peptide cleavage;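 active = inhibition above the mean of compounds lying between control limits plus 3 SD, set per campaign, cut at about 8.5% in these data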;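 note: 0% = DMSO-only wells as the low control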
# KLK7 zymogen act – activates the human kallikrein-7 zymogen; purified proKLK7, EDANS-DABCYL substrate fluorescence; 100% is mature enzyme control, 0% vehicle; P49862; activation, % at 7 µM; hit rate 0.9% among 370,000;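 active = activation above the mean of all tested compounds plus 3 SD, computed per campaign excluding outliers beyond control limits, cut at about 13% in these data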
# ADAM10 inh – inhibitors of human ADAM10; recombinant ADAM10, EDANS/DABCYL FRET peptide cleavage, 3 h; inhibition, % at 7 µM; hit rate 0.62% among 370,000; AID 720582;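 active = inhibition above a per-campaign cutoff equal to the mean of compounds falling between control-based bounds plus 3 SD, cut at about 20% in these data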;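 note: 0% = DMSO wells while the 100% control is not disclosed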
# PLC-gamma1 inh – blocks human PLC-gamma1 enzyme activity | hit rate 0.84% among 370,000 | P19174 | purified PLC-gamma1, fluorogenic substrate, fluorescence | inhibition, % at 12.2 µM | AID 720700; in the data active = inhibition above about 9.5%
# Target sequence (P19174 whole entry, looked up): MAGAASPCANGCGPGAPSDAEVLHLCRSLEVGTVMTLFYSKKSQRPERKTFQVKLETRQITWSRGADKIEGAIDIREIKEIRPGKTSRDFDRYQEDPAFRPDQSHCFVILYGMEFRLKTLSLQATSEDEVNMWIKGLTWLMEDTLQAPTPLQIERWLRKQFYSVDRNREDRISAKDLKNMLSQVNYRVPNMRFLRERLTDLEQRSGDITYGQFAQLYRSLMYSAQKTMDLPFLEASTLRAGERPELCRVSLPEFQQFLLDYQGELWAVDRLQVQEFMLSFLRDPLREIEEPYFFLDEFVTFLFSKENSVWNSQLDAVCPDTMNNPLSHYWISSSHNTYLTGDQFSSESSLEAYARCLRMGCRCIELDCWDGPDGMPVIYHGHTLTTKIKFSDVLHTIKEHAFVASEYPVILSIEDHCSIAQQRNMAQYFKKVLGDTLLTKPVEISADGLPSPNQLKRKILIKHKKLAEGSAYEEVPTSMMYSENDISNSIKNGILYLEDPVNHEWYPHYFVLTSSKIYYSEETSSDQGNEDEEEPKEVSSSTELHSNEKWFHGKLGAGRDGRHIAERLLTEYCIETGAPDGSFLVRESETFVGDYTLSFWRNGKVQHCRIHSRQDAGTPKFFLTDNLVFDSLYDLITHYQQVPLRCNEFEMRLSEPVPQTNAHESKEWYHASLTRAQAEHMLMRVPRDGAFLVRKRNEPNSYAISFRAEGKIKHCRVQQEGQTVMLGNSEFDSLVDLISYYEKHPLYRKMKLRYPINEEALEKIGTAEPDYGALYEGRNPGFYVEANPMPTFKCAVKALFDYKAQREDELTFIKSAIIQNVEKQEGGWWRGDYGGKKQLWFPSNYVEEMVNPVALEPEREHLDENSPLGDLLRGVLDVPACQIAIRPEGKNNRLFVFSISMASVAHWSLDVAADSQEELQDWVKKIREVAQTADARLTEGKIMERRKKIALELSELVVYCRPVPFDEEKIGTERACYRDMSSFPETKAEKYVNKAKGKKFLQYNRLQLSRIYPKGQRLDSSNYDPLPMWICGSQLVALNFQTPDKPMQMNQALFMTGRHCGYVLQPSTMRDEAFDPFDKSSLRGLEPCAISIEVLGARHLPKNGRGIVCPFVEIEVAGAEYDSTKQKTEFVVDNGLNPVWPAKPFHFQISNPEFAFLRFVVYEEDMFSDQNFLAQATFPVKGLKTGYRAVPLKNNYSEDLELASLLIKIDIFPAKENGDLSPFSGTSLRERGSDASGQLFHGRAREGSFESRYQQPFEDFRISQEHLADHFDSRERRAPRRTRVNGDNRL
# DDE Tn6 FP inh – disrupts Tn6 cyclic peptide binding to fibrin D-Dimer-E complex | Fibrin DD(E) TRITC-Tn6 fluorescence polarization displacement | inhibition, % at 8.3 µM | hit rate 0.21% among 370,000 | AID 720509;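 active = inhibition above a per-campaign cutoff: mean of compounds within control limits plus 3 SD, cut at about 15% in these data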;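 note: 0% = median of all compound wells on the plate and 100% = blocking peptide control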
# LEDGF integ inh – blocks HIV-1 LEDGF/p75-dependent DNA integration; TR-FRET IN-LEDGF/p75 DNA integration, Eu/Cy5; inhibition, % at 3.7 µM; hit rate 0.64% among 370,000; AID 743269;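 active = inhibition above the screen-wide mean plus 3 SD, cut at about 13% in these data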;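 note: signal is the Cy5 over europium emission ratio at 671 and 618 nm; 0% = plate median of compound wells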
# ARFGAP1 inhibitor – inhibitors of rat ARFGAP1; AID 651572; hit rate 0.26% among 360,000; inhibition, % at 16.5 µM; Arfgap1-stimulated ARF1 GTP hydrolysis, GDP FP detection; Q62848;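 active = inhibition above a per-plate limit, mean inhibition of low control wells plus 3 SD, cut at about 25% in these data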;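 note: 0% = DMSO wells with enzyme and 100% = wells lacking Arfgap1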
#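 System: truncated rat Arfgap1 GAP domain / Medium: HEPES-based buffer, pH 7.5 / Also added: N-terminally truncated human ARF1-GTP substrate / Incubation: enzyme reaction 120 min at 25 °C after 20 min preincubation / Measured by: FP of antibody-bound GDP Alexa 633 tracer, ex 620/em 688 nm / Replicates: singlicate, each compound tested once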
# * marks the source's active call; other numbers are inactive results; i = inactive; nt = not tested or not shown.
cpd	ADAM17 inh	ADAM10 inh	KLK7 zymogen act	ARFGAP1 inhibitor	LEDGF integ inh	TDP2 absorb	DDE Tn6 FP inh	ASAP1 inh	DDE Tn7 FP inh	PLC-gamma1 inh	Structure
1	-19.8	-52.3	-2.8	6.3	4.6	-3.5	-6.7	1.9	-4.8	-27.4	CO/N=C/c1c(-c2ccc(Cl)cc2)nc2cc(C)ccn12
2	2.2	-16.4	0.6	4.1	2.9	-1.6	-2.9	7.8	-9.6	1.6	CC(=O)COc1ncn(-c2ccccc2)n1
3	-3.5	0.5	-0.9	3.0	-2.0	7.2	-2.6	5.7	-3.9	1.1	COc1ccc(-c2ccc3oc(-c4ccsc4)cc3c2)cc1
4	-4.1	-6.3	0.6	13.6	-1.3	-3.6	-6.8	-5.0	4.5	-3.9	O=c1[nH]c(/C=C/c2ccccc2F)nc2ccccc12
5	-4.7	-13.9	0.0	-4.3	4.9	-0.5	-10.1	3.0	7.8	-3.6	CN(C)Cc1csc(Nc2ccc(C(F)(F)F)cn2)n1
6	-4.3	4.0	-0.5	-6.6	-3.3	-8.1	-3.3	-8.4	2.1	0.6	CCC(C)[C@H](NC(=O)NC1CCCc2ccccc21)C(=O)OC (stereo partly drawn)
7	-2.2	-1.3	-0.3	1.1	0.8	9.5	-1.0	-3.1	0.7	0.4	COc1ccc(CNC(=O)CN(C)Cc2ccccc2F)cc1OC
8	-8.6	5.3	0.8	1.4	0.9	1.6	-1.9	-7.4	3.6	-1.1	O=C(CCn1c(=O)c2ccccc2n(CC(=O)NC2CCCC2)c1=O)NCCc1ccc(Cl)cc1
9	-2.3	-3.7	0.2	5.1	-2.2	-10.2	2.4	-11.2	-9.0	2.5	Cc1ccc2nc(SCc3nnc(-c4cccs4)o3)[nH]c2c1
10	-3.7	-10.2	0.0	0.0	0.5	0.8	-1.5	5.8	-4.3	-1.6	COc1cc(/C=C/C2=CC(C)(C)NC(=S)N2)cc(OC)c1OC
11	-5.0	-8.4	0.0	-8.7	-0.5	-6.6	5.1	5.6	-2.0	0.7	CC1=C(C(=O)c2ccccc2)C(c2cccc([N+](=O)[O-])c2)NC(=S)N1 (stereo not drawn)
12	-2.3	3.1	-0.3	5.0	0.7	8.7	1.9	6.7	-0.6	-1.1	O=C(Nc1nccs1)C1C2CC3OC(=O)C1C3C2 (stereo not drawn)
13	4.7	7.9	0.1	5.5	-5.2	-11.1	6.1	-5.7	6.5	2.4	Cc1cc2c(cc1C)N(C(=O)CSc1nncn1C)C(C)(C)c1ssc(=S)c1-2
14	2.8	-6.0	-0.2	-3.4	3.2	-1.0	1.3	4.7	-6.3	3.1	COc1ccccc1CCN=C(N)NS(=O)(=O)c1ccc(C)c(C)c1
15	-3.8	-11.5	-2.4	-1.5	-1.1	1.2	-2.7	-0.4	-0.3	-86.8	CCOc1cc(C)cc2oc(=O)cc(-c3ccccc3)c12
16	-1.0	-4.4	0.6	-1.6	1.3	1.1	1.8	-1.7	-6.8	-15.0	Cc1cccc(Nc2ncnc3onc(-c4cccc(Cl)c4)c23)c1C
17	0.8	1.8	0.1	-10.5	-2.0	-10.7	-1.3	3.6	6.8	4.3	CC1CCc2cc(F)ccc2N1C(=O)c1ccc2c(c1)OCO2 (stereo not drawn)
18	-0.3	-4.5	-0.4	1.8	-4.5	8.3	1.4	-7.3	-1.3	-0.2	CCCCN1CC(C)(C)Oc2cccc(F)c2S1(=O)=O
19	-0.3	-3.2	-0.1	-0.5	2.0	3.7	-2.3	4.9	-2.2	-1.0	CC(C)Oc1cccc(C(=O)C2CCCN(Cc3cnc(N4CCOCC4)s3)C2)c1 (stereo not drawn)
20	-4.1	-4.5	0.0	-5.9	-0.5	1.7	1.0	2.3	-1.6	-2.1	O=C(O)Cc1csc(NC(=O)c2ccco2)n1
21	-0.4	3.7	0.6	4.5	-1.4	7.1	1.6	10.7	0.5	-0.3	O=C(OCC1COc2ccccc2O1)c1ccccc1F (stereo not drawn)
22	-5.5	8.1	-0.8	3.5	-0.7	8.3	4.1	0.5	4.3	-0.7	Cc1ccc(C(C)C)c(OCC(=O)Nc2ccc(N3CCN(S(C)(=O)=O)CC3)cc2)c1
23	-0.1	-1.1	-0.2	6.1	0.7	5.2	1.2	-5.6	-1.0	1.3	CCN(C(=O)Cn1c(=O)n(Cc2ccccc2)c(=O)c2ccccc21)c1cccc(C)c1
24	2.0	6.7	-0.9	-0.6	2.5	19.0	-6.7	3.0	-0.6	-0.6	Cc1cc(NS(=O)(=O)c2ccc(NC(=O)COc3ccc(Cl)cc3Cl)cc2)no1
25	-2.1	-0.7	0.2	-1.4	3.0	8.3	-7.4	3.2	-6.1	-1.4	C=C(CC1([C@@H](NP(=O)(c2ccccc2)c2ccccc2)[C@H]2C[C@@H]2CCCC)CC1)c1ccccc1

# Remaining list, next part:
cpd	ADAM17 inh	ADAM10 inh	KLK7 zymogen act	ARFGAP1 inhibitor	LEDGF integ inh	TDP2 absorb	DDE Tn6 FP inh	ASAP1 inh	DDE Tn7 FP inh	PLC-gamma1 inh	Structure
26	6.4	11.2	-0.5	6.8	-5.3	-3.7	1.5	-4.0	4.4	-1.0	O=C(N/N=C/c1c[nH]c2ccccc12)C1COc2ccccc2O1 (stereo not drawn)
27	-189.3	i	5.2	11.7	-3.2	6.1	-11.6	11.7	3.2	i	COc1ccc(-c2cn3cccnc3n2)cc1NC(=O)c1cc(OC)c(OC)c(OC)c1
28	-2.5	-10.7	0.4	nt	4.0	-2.9	0.5	nt	-1.4	-1.6	C=CCN(CC#Cc1ccccn1)Cc1ccc(OC)cc1OC
29	-5.5	-0.6	-0.7	6.9	3.1	-4.5	-4.3	5.9	0.9	2.3	NC1=NC(=O)C(Cc2ccc(Br)cc2)S1 (stereo not drawn)
30	1.1	3.8	-0.2	5.0	1.2	0.3	-4.9	0.6	-9.9	3.1	CCOc1ccc(C2/C(=C(/O)c3ccc(OC)cc3)C(=O)C(=O)N2c2cc(C)on2)cc1OC (stereo not drawn)
31	-2.1	2.1	0.4	-0.2	-0.6	-0.8	-0.6	-1.0	6.0	0.2	CC(=O)Nc1ccc2nc(NC(=O)COc3ccc([N+](=O)[O-])cc3)sc2c1
32	-4.3	0.2	0.3	-8.4	5.1	11.2	0.8	4.4	3.1	1.5	COc1ccc(-n2ccnc2SCC(=O)NC2CCCC2)c(OC)c1
33	-3.4	-9.1	-0.9	-10.5	-1.7	-1.4	2.0	-2.4	-1.7	1.6	O=C(Cn1ncc2c(=O)oc3ccccc3c21)N1CCC(N2CCCCC2)CC1
34	-1.5	-6.0	0.8	10.3	-2.7	-2.3	-0.2	16.5	7.8	5.0	COc1ccccc1CCNC(=O)C(=O)NCCC1CCCCN1S(=O)(=O)c1cccs1 (stereo not drawn)
35	0.3	-2.2	0.1	2.1	1.5	1.4	-3.7	-1.5	4.6	-10.1	O=C1CCc2cc(S(=O)(=O)NCCc3ccccc3)cc3c2N1CC3
36	-6.6	-18.6	-0.2	10.2	-0.3	4.2	2.9	13.1	-4.2	-5.5	CCC(=O)NC(c1ccco1)c1cc(Cl)c2cccnc2c1OC (stereo not drawn)
37	-3.3	-5.3	-0.3	13.6	1.9	-5.4	2.9	-13.7	6.3	-1.6	CC(C)C[C@H](NC(=O)Nc1ccc(S(N)(=O)=O)cc1)C(=O)O
38	7.4	4.7	-0.4	-1.7	4.5	-8.3	0.3	3.5	-7.9	13.4*	CCc1ccccc1NC(=O)CN1CCN(C(=O)CCC(=O)N2CCC(c3ccccc3)=N2)CC1
39	4.2	-2.7	0.2	7.1	2.8	-5.5	-0.5	4.3	-7.7	-0.1	CCOC(=O)[C@H]1[C@H]2COc3ccccc3[C@@H]2N2C(=O)CN(CC3CCCO3)C(=O)[C@@]12C (stereo partly drawn)
40	-4.0	4.0	0.6	6.3	-5.1	-7.5	-1.5	6.8	10.6	0.0	CC(C)c1ccc(NC(=O)CSc2nnc(CN3CCOCC3)n2C)cc1
41	-1.5	0.6	0.1	-5.8	-1.2	10.2	5.8	-6.7	7.8	0.5	CC(C)C(=O)Nc1ccc(N2CCCC2)c(Cl)c1
42	3.6	2.9	-1.1	6.6	-3.7	-6.1	-3.8	-9.7	2.2	-5.0	N#C/C(=C\c1ccc(F)cc1)c1nc(-c2ccco2)cs1
43	-4.0	2.4	0.1	-7.0	-0.2	6.2	3.0	-7.8	3.5	1.3	COc1ccc(N2C(=O)CN=C2Nc2nc(C)cc(C)n2)cc1
44	-2.5	2.1	-0.3	11.6	-0.4	0.0	2.0	-3.7	-2.0	-0.2	Cc1ccc(N2C(=O)N(C(C)C)C(C)(C)CC2(C)O)cc1 (stereo not drawn)
